Htt clearance: clearance of mutant huntingtin inclusions, primary screen, imaging, HeLa Exon1htt(103Q)mCFP, confocal imaging; hit rate 0.42% among 47,000; inhibition, % at 1.5 µM; aggregate imaging; zero = plate's median compound well; AID 853, 2007;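 active = inhibition of aggregate fluorescence above about 70%, also judged a hit by eye on the cell image, limit read from the data, passing the limit was not always enough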;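 note: cells exposed to compound for three days before fixation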
Htt clearance grain fraction: also measured in Htt clearance; calls as there; fraction fluorescence in grains; measured here: aggregate grain fluorescence fraction; hits give low values;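 scaled fraction of total cell fluorescence in grains with unit not stated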
Active calls of the source: *; i = inactive. Only part of the results is shown; the hit share may differ from the screen's.

nr	mol	Htt clearance	Htt clearance grain fraction
1	Cc1ccc(CN(CC(=O)NC2CCCC2)C(=O)CSc2nnc(COc3ccccc3)o2)cc1	29	13
2	CC(C)CC(=O)Nc1ccc(C(=O)COc2ccc(-c3nnco3)cc2)cc1	10	40
3	COc1cccc(C(=O)CSc2nnc(CNS(=O)(=O)c3ccc(C)cc3)n2C)c1	5	20
4	Cc1cc(C)n(C(=O)c2ccc(NC(=O)CC(C)C)cc2)n1	90*	1.9*
5	COc1cc(NC(=O)CSc2nnc(C)s2)cc(OC)c1OC	58	8.2
6	Cc1cc(NC(=O)CSc2ccc3nnc(-c4ccc(Cl)cc4)n3n2)no1	-14	39
7	Cc1cccc(NC(=O)N[C@@H](C)C(=O)O)c1	-57	25
8	O=C(CSc1ncccn1)N1CCN(C(c2ccccc2)c2ccccc2)CC1	3	30
9	O=C(c1cccc(F)c1)N1CCN(C(=O)c2nn3cccnc3c2Cl)CC1	9	16
10	CCc1nc2ccccc2n1CC(C)C(=O)O (stereo not given)	-34	27
11	CCn1c(CSc2nc3ccccc3s2)nc2ccccc21	-26	48
12	O=C(CCc1ccc(S(=O)(=O)N2CCOCC2)cc1)N1CCN(Cc2ccc3c(c2)OCO3)CC1	-8	23
13	CC(C)N1C(=S)SC(C)(C)C1n1oc(=O)n(-c2ccc(Cl)c(Cl)c2)c1=O (stereo not given)	33	13
14	CC(O)[C@H](NC(=O)C1(c2ccccc2)CCN(C(=O)OC(C)(C)C)CC1)C(=O)O (stereo not given in full)	59	16
15	CC1CCCCN1CCNc1nc(=S)[nH]c2ccccc12 (stereo not given)	14	35
16	CCN1CCc2c(C#N)c(NCc3ccccc3)nc(N(CC)CC)c2C1	6	33
17	CCn1c(SCC(=O)NCc2ccc(C)cc2)nnc1-c1ccncc1	15	37
18	OCc1nn2c(c1Br)NC(c1ccccc1)CC2C(F)(F)F (stereo not given)	-31	25
19	CC(=O)Nc1ccc(NC(=O)Oc2ccccc2)cc1	24	28
20	COc1ccc(N(CC(=O)NC2CCCCC2)C(=O)CNC(=O)c2ccco2)c(OC)c1	-26	22
21	CCOP(=O)(c1ccccc1)C1(O)CCCCC1 (stereo not given)	35	24
22	Cc1cc(Br)c(S(=O)(=O)NCCN2CCOCC2)cc1C	2	44
23	Cc1ccc(S(=O)(=O)Cn2nnnc2C(C(C)C)N2CCN(c3nc4ccccc4s3)CC2)cc1 (stereo not given)	23	14
24	CCOc1ccc2nc(NCCNC(=O)CC)c(C#N)cc2c1	-23	43
25	COC(=O)C1=C(N)Oc2cc(C)n(CC3CCCO3)c(=O)c2C1c1ccccc1OC (stereo not given)	-16	24
26	O=[n+]1c2c(n([O-])c3cc(F)c(N4CCCC4)cc31)CCC2	0	44
27	Cc1nnc2n(C3CCCCC3)c(=O)c3c4c(sc3n12)CCC4	-32	50
28	c1cc2c3c(cccc3c1)C(N1CCN(C3=Nc4cccc5cccc3c45)CC1)=N2	-11	21
29	c1ccc(CCc2ccccc2-c2nc(-c3cccnc3)no2)cc1	12	15
30	CCOC(=O)c1sc(NC(=O)c2ccncc2)nc1C	53	8.6
31	Nn1c(-c2ccccn2)nnc1-c1ccccn1	-11	49
32	Cc1ccc(N2C(=O)CC(NCc3ccc4c(c3)OCO4)C2=O)cc1Cl (stereo not given)	10	18
33	ONC(=Nc1ccccc1)C(=Nc1ccccc1)NO	16	29
34	Cc1ccc(-c2nc(=S)c3c(n2Cc2ccco2)CC(C)(C)OC3)cc1	-20	52
35	COc1ccc(NC(=O)CN2CCN(S(=O)(=O)c3ccc(Cl)cc3)CC2)cc1Cl	-43	26
36	CC1=C(C)CC(C(=O)Nc2cccc(Cl)c2)C(C(=O)O)C1 (stereo not given)	-25	21
37	CC1CN(c2nc3ccccc3nc2C(C#N)C(=O)OC2CCCCC2)CC(C)O1 (stereo not given)	-23	25
38	O=C(/C=C/Nc1cccc(C(F)(F)F)c1)C(F)(F)F	-26	26
39	O=C(NCCCN1CCCC1=O)c1nnc(Cc2c(F)cccc2Cl)o1	4	35
40	COc1ccc(OC)c(C(=O)c2coc3ccc(O)cc23)c1	32	25
41	Cc1ncsc1C(=O)N1N=C2/C(=C/c3ccc(N4CCOCC4)cc3)CCCC2C1c1ccc(N2CCOCC2)cc1 (stereo not given)	-4	40
42	CCCc1nc(SCc2ccccn2)c2c(=O)n(C)c(=O)n(C)c2n1	-16	41
43	CC1=CC(C)(C)NC(=S)N1c1cccc2ccccc12	37	12
44	COC(=O)c1[nH]c(C)c(/C(O)=C2\C(=O)C(=O)N(CCN3CCOCC3)C2c2cccnc2)c1C (stereo not given)	-21	22
45	Cc1nc2ccc(S(=O)(=O)N(C)CC(=O)N3CCc4ccccc4C3)cc2s1	-21	48

Brought forward from above: 5 entries, followed by the next part.
nr	mol	Htt clearance	Htt clearance grain fraction
41	Cc1ncsc1C(=O)N1N=C2/C(=C/c3ccc(N4CCOCC4)cc3)CCCC2C1c1ccc(N2CCOCC2)cc1 (stereo not given)	-4	40
42	CCCc1nc(SCc2ccccn2)c2c(=O)n(C)c(=O)n(C)c2n1	-16	41
43	CC1=CC(C)(C)NC(=S)N1c1cccc2ccccc12	37	12
44	COC(=O)c1[nH]c(C)c(/C(O)=C2\C(=O)C(=O)N(CCN3CCOCC3)C2c2cccnc2)c1C (stereo not given)	-21	22
45	Cc1nc2ccc(S(=O)(=O)N(C)CC(=O)N3CCc4ccccc4C3)cc2s1	-21	48
46	O=C(NCc1ccco1)c1ccccc1NC(=O)C1CC(=O)N(c2ccc(Cl)cc2)C1 (stereo not given)	0	18
47	Cc1nn(-c2ccccc2)cc1/C=N/O	25	27
48	CC(C)=CC(=O)N1CCCc2ccccc21	-43	26
49	CN1CCN(S(=O)(=O)c2ccc(NC(=O)C3CCCO3)cc2)CC1 (stereo not given)	-56	30
50	Cc1onc(-c2ccccc2)c1C(N)=O	-21	47
51	Cc1cc(CNC(=O)c2cc(Br)ccc2Cl)nn1C	3	18
52	O=C(Cn1c(C(=O)N2CCc3ccccc3C2)cc2sccc21)c1ccccc1	-66	55
53	Cc1nnc(NC2CCCCC2)[nH]c1=O	-57	33
54	CN(C)CCC(=O)c1ccc(Cl)cc1	-8	37
55	C=C(C)c1cccc(C(C)(C)NC(=O)N2CCN(c3ncccn3)CC2)c1	-23	21
56	O=C(Nc1ccc2c(c1)OCCO2)C1CCCN(S(=O)(=O)c2cccs2)C1 (stereo not given)	25	27
57	CCOc1nc(OCC)nc(-n2cc(-c3ccccc3)nn2)n1	-26	50
58	Cc1cc(NCCN2CCOCC2)n2nc(C)c(-c3ccc(Cl)cc3)c2n1	13	31
59	O=C(c1cn(-c2ccccc2)nc1-c1ccc(Cl)s1)N1CCOCC1	-8	21
60	CCOC(=O)C1CCCCN1Cc1cccc(OC)c1OC (stereo not given)	50	9.8
61	CCCCC(CC)C(=O)Nc1ccc(Cl)cn1 (stereo not given)	30	12
62	CCOC(=O)C(Cc1c[nH]c2ccccc12)NC(=O)c1ccco1 (stereo not given)	44	12
63	O=C(NCc1ccccc1)C1COc2ccccc2O1 (stereo not given)	13	16
64	COc1cc(-c2nnc(SCC(=O)Nc3cc(C)on3)n2C)cc(OC)c1O	-6	21
65	CCCN(CCC)S(=O)(=O)c1ccc(C(=O)NCc2ccc3c(c2)OCO3)cc1	-28	53
66	O=C(CSc1nc(-c2ccccc2)cc(=O)[nH]1)Nc1ccccn1	50	10
67	Cc1ccc(SCc2cn3cccnc3n2)cc1	49	20
68	FC(F)(F)COc1nc(N2CCOCC2)nc(N(c2ccccc2)c2ccccc2)n1	2	18
69	CCN(CC)C(=O)CN(c1cccc(C(F)(F)F)c1)S(C)(=O)=O	-10	20
70	Cc1ccc(C)c(NS(=O)(=O)c2cc(C(N)=O)ccc2C)c1	-34	28
71	Cc1ccc(NC(=O)Cn2cccc2)cc1Cl	-64	30
72	COC(=O)CSc1nnc(C2COc3ccccc3O2)n1-c1ccccc1 (stereo not given)	-8	20
73	COc1ccc(OCc2n[nH]c(=S)o2)cc1	-51	30
74	CC(C)C(c1nnnn1CC1CCCO1)N1CCN(Cc2ccc3c(c2)OCO3)CC1 (stereo not given)	-57	28
75	Cc1cc(C)nc(N2CCC(CNC(=O)CCc3ccccc3)CC2)n1	30	25
76	Cc1cccc(-c2nc(C#N)c(N3CCCCCC3)o2)c1	-44	28
77	NC(=O)CSc1nnc(C2CC2)n1Cc1ccccc1	-41	26
78	COc1ccc(C2C(CC(=O)O)=C(O)C(=O)N2c2ccccc2)cc1 (stereo not given)	-20	46
79	CCn1c(COc2ccccc2)nc2ccccc21	-84	37
80	Cn1cc(Cl)c(C(=O)NC2CCCCCC2)n1	0	19
81	Cc1cc(C)c2nc(SCCC#N)nc(C)c2c1	-19	40
82	Cc1nc2c(-c3ccc(F)cc3)c(C)nn2c(C)c1CCC(=O)NCc1ccco1	7	42
83	CCc1ccc(C(=O)N2CCCC2)s1	-10	20
84	CC(C)C(C(=O)Nc1cccnc1)N1C(=O)c2ccccc2C1=O (stereo not given)	25	15
85	Cc1ccc(-n2nc3cc(C)c(NC(=O)c4cccnc4)cc3n2)cc1	60	7.2
86	CCn1c(=O)cc(SCC(=O)Nc2cccnc2)c2ccccc21	-6	19
87	Cc1ccc(C)c(OC(=O)c2ccncc2)c1	21	14
88	CCCOc1ccc(C2C(C#N)=C(N)Oc3nc[nH]c(=O)c32)cc1OC (stereo not given)	0	37
89	CCOc1ccc2nc(N/C(N)=N/C(=S)Nc3cccc(C)c3)nc(C)c2c1	-15	41
90	O=C(CSCc1nc2ccccc2[nH]1)Nc1ccccc1	-40	42

The final 2 entries of the part before lead into the next.
nr	mol	Htt clearance	Htt clearance grain fraction
89	CCOc1ccc2nc(N/C(N)=N/C(=S)Nc3cccc(C)c3)nc(C)c2c1	-15	41
90	O=C(CSCc1nc2ccccc2[nH]1)Nc1ccccc1	-40	42
91	Brc1ccc(Sc2cnc3ccccc3n2)cc1	4	23
92	CCOC(=O)Cc1csc(NC(=O)CSc2nnnn2-c2ccc(CC)cc2)n1	-18	24
93	CCCCOc1[nH]c2nc(-c3ccco3)n(Cc3ccco3)c(=N)c2c1C#N	50	10
94	CCCCN1C(=O)N(C)C2C1N(C)C(=O)N2CCCC (stereo not given)	-32	26
95	CC(C)CCNc1nc2c(c(=O)[nH]c(=O)n2C)n1CC(O)COC(C)C (stereo not given)	-19	20
96	COC(=O)c1sc2ccccc2c1C(=O)OC	-10	44
97	COc1ccc(CC2NCCC3(O)CCCCC23)cc1 (stereo not given)	-33	45
98	CCn1c(NCc2c[nH]c3ccccc23)nc2ccccc21	-64	31
99	O=C(NC(=S)Nc1ccc(Oc2ccc(Cl)cc2)cc1)c1ccccc1	-4	32
100	COc1ccc(OC)c(S(=O)(=O)Nc2ccccc2F)c1	-41	30
101	COC(=O)CSc1nc(-c2cccs2)ccc1C#N	1	37
102	COC(=O)c1ccc(Oc2cc(C)nc(SC)n2)cc1	i	150
103	CSCCC(NC(=O)c1c(C)oc2c1CCCC2)C(=O)O (stereo not given)	12	35
104	COc1ccc2oc(=O)c(-c3nc4ccccc4o3)cc2c1	-126	46
105	C/C(NC(=O)c1ccccc1F)=C1\C(=O)C[C@@H]2[C@H]1C2(C)C	-35	47
106	O=C(Nc1ccccc1)ON=C1c2ccccc2-c2ccccc21	36	20
107	COc1ccc(Nc2nc3ccccc3c(=O)s2)c(OC)c1	26	25
108	COc1cccc(NC(=O)C2C3C=CC4(O3)C2C(=O)N(C2CC2)C4C(=O)NC2CCCCC2C)c1 (stereo not given)	-60	27
109	O=C(Cn1c(=O)sc2ccccc21)Nc1ccc(S(=O)(=O)N2CCCCC2)cc1	-42	27
110	COc1ccccc1OCc1ccc(C(=O)N(C)C)o1	-38	53
111	O=S(=O)(Nc1ccc(-c2nc3ccccc3o2)cc1)c1ccccc1	-29	27
112	Cc1cc(NC(=O)Cn2nc3c(cc2=O)CCCC3)ccc1Br	-4	21
113	CS(=O)(=O)c1ccc(N2CCOCC2)c(S(C)(=O)=O)c1	-22	25
114	Cc1ccc(C(=O)NCCc2ccncc2)cc1	30	26
115	CCOC(=O)N1CCN(CC(=O)c2ccc3c(c2)CCN3C(C)=O)CC1	-32	44
116	CCOC(=O)c1ccc(NC(=O)CN2CCN(c3ccccc3)CC2)cc1	51	8.8
117	CCN1CCN(C(=O)C2=C(C(=O)O)CCCC2)CC1	7	33
118	Cc1ccc(CNC(=O)CCS(=O)(=O)c2ccc(Br)s2)o1	25	16
119	CCOC(=O)N1CCN(S(=O)(=O)c2cc(Cl)c(OC)cc2Cl)CC1	-25	58
120	O=C(Nc1nnc(C2CCCCC2)s1)c1ccc(Br)s1	15	17
121	NC(=O)c1cn(-c2ccccc2)nc1-c1cccnc1	-101	40
122	O/N=C(\Cc1cscn1)c1ccc(O)cc1O	68	7.1
123	Cc1csc(NC(=O)C2CCCCC2C(=O)O)n1 (stereo not given)	-20	23
124	O=C(Cn1cnc2ccccc2c1=O)Nc1ccc2c(c1)CCC2	-13	42
125	COC(=O)c1c(NC(=O)CSc2nnc(-c3cccnc3)n2Cc2ccco2)sc(C)c1C	15	16
126	COc1ccccc1OC(=O)c1ccc(S(=O)(=O)N(C)C)cc1	-23	25
127	Cc1cc2cc(CN(Cc3ccc4c(c3)OCO4)C(=O)c3cnccn3)c3nnnn3c2cc1C	-23	49
128	COc1ccc(NC(=O)CCN2CC(C)OC(C)C2)c(OC)c1 (stereo not given)	14	15

High-throughput results: PubChem, Columbia University Molecular Screening Center
